Bioassay records: PubChem BioAssay, National Center for Advancing Translational Sciences (NCATS)
Nrf2 inh: blocks Nrf2 signaling | A549 ARE-Fluc reporter, luciferase luminescence, 18-24 h | Potency, µM (series often up to 46 µM), inactives show top-dose activity change, negative = inhibition, actives largely listed as inhibitors | 2.1% of 360,000 active; also: potency is read from the fitted curve at half-maximal effect; % is scaled to controls: 0 for no effect and ±100 for the full control effect; nearly all actives have a fitted effect of over 60% in size
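Nrf2 activity is the BugLite luminescence, read 15 min after reagent at room temperature, following CellTiter-Fluor cytotoxicity readout (30 min, 37C). Compound titrations were applied for 18-24 h to 5000 A549 ARE_Fluc cells/well in 5% FBS OPTI-MEM.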
TGFb SMAD3 inh: inhibitors of TGF-b signaling; HepG2 CAGA-GFP TGF-b/SMAD3 reporter, GFP fluorescence, 18 h; TGF-beta stimulated, 500 pg/mL final; Potency, µM (doses to about 46.1 µM), inactives show top-dose activity, negative = inhibition, actives largely listed as inhibitors; 1.2% of 410,000 active; also: potency is read from the fitted curve at half-maximal effect; % is scaled to controls: 0 for no effect and ±100 for the full control effect; nearly all actives have a fitted effect of over 65% in size
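TGF-beta reporter screen: HEPG2 CAGA-GFP, 1% FBS, 500 pg/mL TGF-beta final, 18 h; per-cell GFP summed per well; curves fitted and categorized by class.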
ATXN viability: cell viability loss in ATXN counter-screen | Potency, µM (top dose mostly 56.7 µM), most hits filed as cytotoxic | S2 cells (HEK-293 line with an ATXN2-luciferase reporter) viability, CellTiter-Fluor protease fluorescence, 24 h | 0.49% of 400,000 active; also: potency is read from the fitted curve at half-maximal effect; nearly all actives have a fitted effect of over 40% in size
ATXN2 expr inh: reduces ATXN2 reporter expression in HEK-293 cells | HEK-293 ATXN2-luciferase reporter, luminescence, 24 h | Potency, µM (doses to about 57 µM), for the others: top-dose activity change, negative = inhibition, actives largely listed as inhibitors | 0.72% of 360,000 active | AID 1745845; also: potency is read from the fitted curve at half-maximal effect; % is scaled to controls: 0 for no effect and ±100 for the full control effect; nearly all actives have a fitted effect of over 55% in size
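qHTS (up to 57 uM final) was run with 24 h compound exposure of reporter cells at 37 °C. Each well was multiplexed: SteadyGlo luminescence measured ATXN2-luciferase expression after a fluorogenic Gly-Phe-AFC viability readout (25 uM final).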
EPAC2 agonist: EPAC2 (human) agonism | EPAC2 activation, biochemical qHTS; response scale: 100% = 6.5 mM cAMP response | Potency, µM (titrated, usually from 154 µM), for inactives: at the top dose activation, actives largely listed as activators | 0.079% of 360,000 active; also: potency is read from the fitted curve at half-maximal effect; nearly all actives have a fitted effect of over 50% in size
Target sequence (Q8WZA2 whole entry, looked up): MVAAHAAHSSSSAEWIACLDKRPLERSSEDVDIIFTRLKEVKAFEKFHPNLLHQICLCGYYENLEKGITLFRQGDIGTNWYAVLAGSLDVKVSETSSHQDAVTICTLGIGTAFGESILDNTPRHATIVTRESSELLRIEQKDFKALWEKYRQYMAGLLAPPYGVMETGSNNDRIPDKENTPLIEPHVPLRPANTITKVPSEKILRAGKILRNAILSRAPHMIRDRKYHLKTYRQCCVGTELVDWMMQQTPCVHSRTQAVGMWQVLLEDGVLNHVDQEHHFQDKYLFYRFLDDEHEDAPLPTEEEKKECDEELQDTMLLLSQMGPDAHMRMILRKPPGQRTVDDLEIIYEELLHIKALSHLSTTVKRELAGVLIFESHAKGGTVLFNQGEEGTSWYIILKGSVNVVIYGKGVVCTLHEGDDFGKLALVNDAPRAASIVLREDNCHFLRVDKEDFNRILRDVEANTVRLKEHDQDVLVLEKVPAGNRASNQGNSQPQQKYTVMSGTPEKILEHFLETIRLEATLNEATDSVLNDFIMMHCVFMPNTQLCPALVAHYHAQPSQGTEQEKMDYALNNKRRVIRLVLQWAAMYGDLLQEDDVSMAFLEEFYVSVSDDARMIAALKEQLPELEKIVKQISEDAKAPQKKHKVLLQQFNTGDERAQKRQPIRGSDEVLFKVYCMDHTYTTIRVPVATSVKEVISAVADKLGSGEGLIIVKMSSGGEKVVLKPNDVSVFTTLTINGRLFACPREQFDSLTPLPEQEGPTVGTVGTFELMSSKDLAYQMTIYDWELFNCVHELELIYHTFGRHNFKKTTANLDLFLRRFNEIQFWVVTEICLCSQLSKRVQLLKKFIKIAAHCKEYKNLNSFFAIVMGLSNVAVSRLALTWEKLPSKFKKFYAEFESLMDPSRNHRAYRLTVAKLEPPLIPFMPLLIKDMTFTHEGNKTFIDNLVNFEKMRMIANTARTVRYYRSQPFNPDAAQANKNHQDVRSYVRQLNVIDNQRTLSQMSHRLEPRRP
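Guanine nucleotide exchange by EPAC2 is measured as reduced fluorescence of BODIPY-GDP once it is released from 250 nM Rap1B. Plates are read kinetically for 30 min at room temperature; results are scaled to 6.5 mM cAMP.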
IL-2 act: IL-2 activation; activation, % (series mostly up to about 46 µM); IL-2 activation reporter assay, cell-based qHTS; stimulated with anti-CD3/CD4/CD28 beads; in transgenic mouse T cells; 0.065% of 360,000 active; in the data active = activation above about 50%; inconclusive = mostly about 30% to 49%; also: 0% is about no effect
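Readout is EGFP and DsRed signal by fluorescent plate cytometry after 18 h at 37 degrees C. Transgenic mouse T cells (750/well) received compound for 60 min before bead stimulation (anti-CD3, anti-CD4, anti-CD28); memory T cells served as non-tolerant control.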
Nrf2 activator: activators of Nrf2 (ARE) signaling; AREc32 ARE-luciferase reporter (MCF7-derived line), luminescence, 24 h; Potency, µM (top dose mostly 46.1 µM), without a hit: top-dose activation, actives largely listed as activators; 0.31% of 410,000 active; AID 624171; also: potency is read from the fitted curve at half-maximal effect; % of control where 0% means no effect; nearly all actives have a fitted effect of over 65% in size
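Each well held 1000 AREc32 cells, which were incubated with compound for 24 hr at 37 deg C after overnight attachment, and ARE reporter activity was quantified by firefly luciferase luminescence.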
HepG2 tox: HepG2 cytotoxicity, counter-screen for TGF-b inhibitors. HepG2 CAGA-GFP viability, ATP luminescence, 18 h. Potency, µM (highest dose often 46.1 µM), for inactives: top-dose activity change, negative = cytotoxicity, usual class: cytotoxic. 0.76% of 410,000 active; also: potency is read from the fitted curve at half-maximal effect; some results filed as inactive show a strong effect at the top dose
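HepG2 CAGA-GFP cells (1000/well, DMEM with 1% FBS) received compound, then TGF-beta at 500 pg/mL final, and were incubated 18 hours at 37 degrees C. Viability was read by CellTiter-Glo luminescence. Media-only wells were set as complete cell-killing and DMSO as no toxicity.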
A549 viability: counter-screen for Nrf2 inhibitors: cytotoxicity in A549 cells; A549 ARE-Fluc cells, CellTiter-Fluor viability, 18-24 h; 0.16% of 390,000 active; Potency, µM (series often up to 46 µM), for inactives: at the top dose activity change, negative = cytotoxicity, hits mostly inhibitors; also: potency is read from the fitted curve at half-maximal effect; % is scaled to controls: 0 for no effect and ±100 for the full control effect
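A549 ARE_Fluc cells in 5% FBS OPTI-MEM were exposed to compounds in concentration-response for 18-24 h at 37 deg C. Viability was read by CellTiter-Fluor fluorescence (Ex 405/Em 525) after 30 min, before the luciferase read.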
The depositor's hits bear a star; i = inactive; ? = inconclusive; nt = not tested or not shown; & = joins results of further samples; [ ] = dose if it differs, or a comment. Unless noted, calls follow the shape of the dose curve; as a rule, active = well fitted curve in the direction sought with a large enough effect; inconclusive = small, poorly fitted or top-dose-only effect, or another doubt; inactive = no such curve, though single readings can be large; an effect the other way counts as inactive or inconclusive.

SMILES	Nrf2 inh	TGFb SMAD3 inh	ATXN viability	ATXN2 expr inh	EPAC2 agonist	IL-2 act	Nrf2 activator	HepG2 tox	A549 viability
CC1(c2ccccc2)NC(=O)N(CC(=O)Nc2ccc(Cl)c(S(=O)(=O)N3CCCCC3)c2)C1=O (stereo not given)	?	?	i	-2.4%	27.9%	-1.5	0.5%	6.1%	-10.9%
CC(C)[C@@H]1CC2=C(C(=O)OC(C)(C)O2)[C@H](CCc2ccccc2)O1	nt	nt	i	-6.2%	2.6%	2.1	0.6%	nt	nt
S=C(NCCc1ccccc1)Nc1ccc(Cl)cc1	8.7%	?	i	40.4%[activator]	-0.1%	0.0	0.0%[9.22 µM]	-45.3%	12.0%
CCOc1ccc(OCCC(=O)NNC(=O)c2nn(C)c(=O)c3ccccc23)cc1	-7.4%	4.0%	i	6.7%	0.7%	-0.3	2.3%	-7.5%	8.5%
CCNC(=O)Cc1c(OC)ccc2cc(Br)ccc12	?	-10.6%	i	nt	6.7%	2.5	-0.8%	-10.4%	-3.0%
Cc1cc(C)cc(NC(=O)C2CCCN(c3nnc(C)c4c(C)n(-c5ccccc5)nc34)C2)c1 (stereo not given)	-5.2%	-8.2%	?	?	nt	nt	-0.4%	-16.3%	-6.5%
Cn1c(=O)oc2cc(S(=O)(=O)N3CCC(C(=O)NCc4ccccc4Cl)CC3)ccc21	-4.7%&-9.3%	10.9%&-1.1%	i	3.2%&2.1%	-3.7%	-0.2	-0.3%&-0.7%	-14.3%&2.2%	0.1%&1.5%
Cc1csc(NC(=O)CCNC(=O)c2ccccc2Cl)n1	2.9%	16.3%	i	20.2%	6.6%	0.3	2.2%	4.7%	-0.6%
O=C(CNC(=O)c1ccccc1F)OCc1nc2ccccc2s1	?	0.0%	i	28.8%	5.4%	1.5	0.6%	2.3%	-0.2%
Cc1ncoc1C(=O)N1CCCC(N2CCN(c3ccccc3F)CC2)C1 (stereo not given)	8.2%	0.1%	i	-7.2%	4.9%	-2.5	-0.2%	2.7%	3.0%
COC(=O)Cn1cnc2scc(-c3ccc(C)c(C)c3)c2c1=O	-16.6%	-5.4%	i	-7.3%	6.5%	-1.0	-0.6%	1.6%	-0.8%
COc1ccc(-c2nnc(SCC(=O)NC(=O)NCc3ccco3)o2)cc1	-4.7%	?	i	-15.9%	-4.3%	-2.3	-0.4%	-11.9%	-6.8%
CCCCN(C=O)c1c(CC)nc2ccc(C(=O)N3CCN(C)CC3)cn12	nt	-2.3%	i	9.8%	8.5%	-0.3	0.4%	4.7%	nt
CN1OC[C@@H]2CN(Cc3cc(Cl)cc(Cl)c3)[C@H](c3cccc(Oc4ccccc4)c3)C[C@@H]21	-3.2%	-4.4%	i	-15.6%	12.7%	-0.6	0.2%	-21.9%	-2.6%
N#CCN1CCCC(C(N)=O)C1 (stereo not given)	4.7%	6.0%	i	4.3%	-0.6%	-2.2	0.3%	13.3%	-2.2%
CC(C)OC(=O)c1ccc(NC(=O)CSc2nc(-c3cccs3)cc(C(F)(F)F)n2)cc1	?	?	i	-0.1%	nt	nt	-0.5%	-33.4%	-9.1%
CCCCCCCCCCOC(=O)C[N+](C)(C)C/C=C(/C)Cl	7.4%	-2.2%	i	-11.9%	6.4%	-2.6	0.8%	-20.8%	2.1%
COc1cc(C(=O)NCC(=O)OCc2ccccc2Cl)cc(OC)c1OC	-1.4%	19.6%	?	29.1%	12.7%	0.3	2.3%	1.5%	0.5%
Nc1cc(C(F)(F)F)cc([N+](=O)[O-])c1N	-6.0%	8.8%	nt	-14.2%	-5.6%	-0.6	-0.1%	0.2%	-4.9%
CCC(=O)Nc1ccc(C(=O)COC(=O)Cc2ccsc2)cc1	1.0%	-1.4%	i	0.0%	7.7%	0.2	-1.0%	-2.6%	0.7%

A draw from above in order of count of non-hydrogen atoms, low to high:
SMILES	Nrf2 inh	TGFb SMAD3 inh	ATXN viability	ATXN2 expr inh	EPAC2 agonist	IL-2 act	Nrf2 activator	HepG2 tox	A549 viability
COC(=O)Cn1cnc2scc(-c3ccc(C)c(C)c3)c2c1=O	-16.6%	-5.4%	i	-7.3%	6.5%	-1.0	-0.6%	1.6%	-0.8%
CC(C)[C@@H]1CC2=C(C(=O)OC(C)(C)O2)[C@H](CCc2ccccc2)O1	nt	nt	i	-6.2%	2.6%	2.1	0.6%	nt	nt
Cc1ncoc1C(=O)N1CCCC(N2CCN(c3ccccc3F)CC2)C1 (stereo not given)	8.2%	0.1%	i	-7.2%	4.9%	-2.5	-0.2%	2.7%	3.0%

Going on with the list:
SMILES	Nrf2 inh	TGFb SMAD3 inh	ATXN viability	ATXN2 expr inh	EPAC2 agonist	IL-2 act	Nrf2 activator	HepG2 tox	A549 viability
COc1ccc(C2NC3=C(CCC3)C3(C#N)C4(N=C(N)C23C#N)OCCO4)cc1 (stereo not given)	-1.4%	?	i	-32.4%	0.0%[15.6 µM]	0.3	0.2%	-3.9%	1.4%
COC(=O)c1ccc(-c2ccc(C3C4C=CCC(C)C4C(=O)N3Cc3ccccc3)c(F)c2)cc1 (stereo not given)	10.3µM*	-14.2%	nt	nt	nt	nt	nt	-3.9%	-13.0%
O=C(CSc1ncccn1)Nc1ccc(N2CCOCC2)cc1	nt	0.7%	i	2.3%	-2.4%	-0.8	0.0%	-2.0%	-0.4%
Cc1cc(=O)oc2cc(NC(=O)C3CC(=O)N(Cc4ccccc4)C3)ccc12 (stereo not given)	-9.9%	-0.4%	i	-7.9%	3.4%	-2.2	0.0%	-11.2%	-12.3%
CC(C)(C)OC(=O)N1CCC(c2c(C(=O)N3CCN(c4ccccc4F)CC3)cnn2C(C)(C)C)CC1	-27.7%	-1.3%	nt	nt	nt	nt	3.0%	-2.5%	1.6%
CC(=O)Nc1ccc(OC(=O)c2cc([N+](=O)[O-])ccc2Cl)cc1	-25.8%	2.2%	i	-8.4%	-6.9%	0.6	12.4%	-2.3%	-15.2%
CC(C)(C)c1ccccc1OCCOCCN1CCCCCC1	1.8%	6.3%	i	-17.1%	-7.8%	-4.8	-0.5%	-12.5%	-12.4%
Cn1cc(CN2CCC(CO)CC2)c(-c2ccc(Oc3ccccc3)cc2)n1	3.3%	-0.8%	i	-9.0%	0.1%	-2.6	-1.0%[9.22 µM]	-20.7%	0.5%
N#Cc1ccccc1CSc1ncccc1C(=O)O	3.8%	-11.1%	i	3.8%	4.4%	0.5	0.2%	-5.9%	0.3%
Cc1ccc(NC(=S)N/N=C2\CC(C)(C)Oc3ccc(O)cc32)cc1	1.1%	14.6%	?	nt	3.9%	-0.6	0.4%	23.0%	-4.2%
CCC(C(=O)OCc1cc(=O)n2nc(CCOC)sc2n1)c1ccccc1 (stereo not given)	28.9%	11.9%	i	-5.2%	nt	nt	5.9%	-50.1%	-0.3%
CCn1cc(S(=O)(=O)c2cccc(Cl)c2)c(=O)c2cc(F)c(N3CCN(c4ccccc4)CC3)cc21	-15.0%	6.3%	nt	nt	nt	nt	0.2%	17.4%	-1.2%
COc1cc(NC(=S)NC(C)=O)ccc1NC(=O)C(C)C	?	-0.4%	i	37.9%[activator]	15.8%	0.2	0.1%	-7.2%	0.0%
COc1ccc(-c2cnc(SCC(=O)Nc3cc(C)on3)n2Cc2ccco2)cc1	-12.7%	-19.1%	i	-9.5%	12.9%	-0.8	0.3%	-3.5%	-7.0%
NC(=O)c1ccsc1NC(=O)COC(=O)COc1ccccc1[N+](=O)[O-]	9.7%	-2.8%	i	0.9%	0.1%	-0.6	0.2%	-1.3%	-2.1%
CC(Oc1ccc(F)cc1)C(=O)N1CCC(c2nc3ccccc3s2)CC1 (stereo not given)	?	?	?	?	nt	nt	3.9%	12.6µM*	?
CCCCNC(=O)C(=O)Nc1ccc2c(c1)N(S(=O)(=O)c1cccs1)CCC2	nt	6.8%	?	nt	-6.9%	-3.3	-0.1%	-31.0%	nt
CS(=O)(=O)N1CCCC(C(=O)NCCc2ccc(Cl)cc2)C1 (stereo not given)	0.3%	-5.5%	i	1.0%	12.7%	-1.6	-0.6%	-11.9%	-0.8%
Cc1ccc(C(=O)O)cc1[N+](=O)[O-]	19.1%	-7.7%	i	4.9%	4.6%	0.7	0.4%	0.2%	3.2%
C1CCN(c2nc(N3CCCCC3)nc(N3CCNCC3)n2)CC1	10.0%	14.8%	?	1.0%	-1.8%	0.1	0.2%	4.0%	-5.7%
Cc1cc(F)ccc1NC(=O)CCS(=O)(=O)c1ccc2c(c1)NC(=O)CO2	?	-2.4%	i	2.8%	nt	nt	-0.7%	-5.8%	2.9%
COc1cc([N+](=O)[O-])ccc1NC(=O)/C=C/C(=O)O	0.8%	8.1%	i	-8.5%	-2.6%	0.6	-0.2%	-14.7%	-10.7%
Cc1cc2occ(CC(=O)N(C)CC(=O)Nc3ccccc3Cl)c2cc1C	-3.7%	0.0%	i	-5.8%	4.8%	-4.5	0.1%	0.1%	-1.5%
COc1ccccc1Nc1ncnc2c1c(C)c(C)n2CCO	?	-5.8%	i	62.9%[activator]	4.5%	0.6	6.8%	-8.3%	8.4%
CCOC(=O)c1c(C)[nH]c(C)c1S(=O)(=O)N1CCCC(C(=O)NCc2cccc(OC)c2)C1 (stereo not given)	?	-12.9%	i	4.3%	nt	nt	0.4%	-17.0%	16.5%
O=C(O)Cn1c(SC2CCCCC2)nc2ccccc21	-0.2%	4.4%	i	5.6%	8.6%	-0.3	0.2%	-34.6%	-7.4%
COC(=O)CSc1n[nH]c(-c2ccncc2)n1	-0.2%	12.2%	i	-6.4%	-8.5%	-1.2	-0.6%	0.0%	0.6%
CN(c1ccccc1)S(=O)(=O)c1cccc(NC(=O)COc2ccccc2)c1	?	-4.4%	i	nt	15.8%	0.8	4.6%	-0.2%	8.4%

Rows were taken by chance. About 4.3% of those tested had a hit in this group.
